Assay outcomes deposited in PubChem BioAssay by The Scripps Research Institute Molecular Screening Center.
GPR151 ag: human GPR151 activation; activation, % at 11.2 µM; Q8TDV0; PathHunter beta-arrestin GPR151 cells, luminescence; 1% of 650,000 active; AID 1508602; in the data active means activation above about 4.9%;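 further: 0% = median of compound wells and 100% = cells with positive control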
Target sequence (Q8TDV0 whole entry, looked up): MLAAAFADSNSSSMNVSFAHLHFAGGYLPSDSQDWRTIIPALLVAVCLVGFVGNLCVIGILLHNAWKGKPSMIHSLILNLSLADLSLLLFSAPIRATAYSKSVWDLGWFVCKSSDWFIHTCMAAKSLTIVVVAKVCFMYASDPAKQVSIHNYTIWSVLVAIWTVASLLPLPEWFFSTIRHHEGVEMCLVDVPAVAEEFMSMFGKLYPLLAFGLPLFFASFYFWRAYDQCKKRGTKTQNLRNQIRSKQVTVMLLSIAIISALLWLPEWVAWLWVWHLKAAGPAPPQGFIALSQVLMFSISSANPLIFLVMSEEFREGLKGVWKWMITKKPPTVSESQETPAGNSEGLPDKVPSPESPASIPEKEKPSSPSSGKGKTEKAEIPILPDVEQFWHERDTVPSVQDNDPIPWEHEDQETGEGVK
MITF primary: human MITF inhibition, primary screen; AlphaScreen MITF homodimerization, bead proximity signal; AID 1259374; 0.91% of 650,000 active; inhibition, % at 2.6 µM; O75030; in the data active means inhibition above about 50%;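 further: 0% = vehicle wells with protein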
Target sequence (O75030 whole entry, looked up): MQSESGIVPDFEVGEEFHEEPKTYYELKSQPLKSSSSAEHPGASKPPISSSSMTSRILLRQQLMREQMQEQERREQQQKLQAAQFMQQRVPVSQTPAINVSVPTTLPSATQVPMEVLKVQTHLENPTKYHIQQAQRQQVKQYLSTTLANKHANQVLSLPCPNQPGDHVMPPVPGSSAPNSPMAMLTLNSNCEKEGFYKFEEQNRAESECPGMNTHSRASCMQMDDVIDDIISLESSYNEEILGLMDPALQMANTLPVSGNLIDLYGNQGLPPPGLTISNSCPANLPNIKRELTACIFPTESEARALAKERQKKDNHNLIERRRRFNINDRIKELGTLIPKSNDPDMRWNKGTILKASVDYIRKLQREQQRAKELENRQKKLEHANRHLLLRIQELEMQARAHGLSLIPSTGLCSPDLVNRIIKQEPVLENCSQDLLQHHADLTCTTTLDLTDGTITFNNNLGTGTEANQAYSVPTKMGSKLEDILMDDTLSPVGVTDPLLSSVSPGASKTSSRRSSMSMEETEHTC
TEAD-YAP inh: TEAD-YAP interaction inhibition; inhibition, % at 9.12 µM; HEK-TIYL cells, TEAD-Gal4/YAP UAS-luciferase luminescence; 1.4% of 640,000 active; in the data active means inhibition above about 32%;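 further: 0% = median of test compound wells and 100% = reference inhibitor wells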
FBW7 act: human FBW7 E3 ligase activation, primary screen; normalized activity (activation), % at 26.1 µM; AID 1259310; Q969H0; AlphaScreen FBW7–phospho-cyclin E peptide binding, activator screen; 0.13% of 650,000 active; in the data active means normalized activity above about 1.9%;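 further: purified mutant Fbw7 with reduced substrate affinity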
The depositor's hits bear a star; . = not tested or not shown; & = joins results of further samples.

SMILES	GPR151 ag	MITF primary	TEAD-YAP inh	FBW7 act
COc1cccc(NC(=O)c2ccc(-c3ccco3)nc2N(C)C)c1	-0.6	4	1	0.3
COc1cccc(NS(=O)(=O)c2cn(C)c(=O)n(C)c2=O)c1	0.9	-3	13	-0.1
COc1ccccc1N1CCN(CCCNC(=O)CCCCCn2c(=S)[nH]c3ccc(Br)cc3c2=O)CC1	1.2	1	15	-0.1
Cc1ccc(Cn2nc(C)c(NC(=O)c3onc(C)c3Cl)c2C)cc1	0.5	-1	8	-0.1
CCOC(=O)c1sc(C)c(C(=O)NCC(C)(C)CN(C)C)c1N	-0.1	13	-5	0.9
CCOC(=O)CP(=O)(c1ccccc1)c1ccccc1	1.4	-3	7	-0.1
CCOC(=O)c1c(NC(=O)Cc2ccc(OCC)c(OCC)c2)sc(C(C)=O)c1C	-0.6	-8	-5	0.1
CCN(CC)c1ccc(/C=N/n2c(C)cc(C)c(C#N)c2=O)cc1	0.6	18	13	0.0
COc1ccc(C2=NS(=O)(=O)N(C)C(C(=O)NCC(C)C)=C2)cc1	-1.8	-5	-1	-0.2
CC1CCN(C(=O)c2cc3n(n2)C(C(F)(F)F)CC(c2ccc4c(c2)OCO4)N3)CC1 (configuration not stated)	-0.7	4	4	-0.1
CC(=O)NC(CC(C)C)c1nnc2n1CCN(Cc1ccc3c(c1)OCCO3)CC2 (configuration not stated)	-0.1	-1	-3	0.1
Cc1nnn(-c2nonc2N)c1C(=O)N/N=C/c1ccc(Cl)cc1Cl	0.3	-4	-6	-0.1
O=C(Nc1nnc(-c2ccco2)o1)c1ccc(Br)cc1	0.4	-12	0	-0.1
O=C(COc1ccccc1Cl)Nc1nnc(S(=O)(=O)N2CCCC2)s1	1.7	-32	-17	-0.2
COc1ccc(C(=S)N2CCOCC2)cc1OC(=O)c1ccccc1	1.7	4	5	0.5
CC1CCN(C(=O)/C(=C\c2ccccc2)NC(=O)c2ccccc2)CC1	-1.5	8	10	0.1
CCOc1ccccc1NC(=O)c1c(NC(=O)c2cccs2)sc2c1CCC(C)C2 (configuration not stated)	-0.4	-6	3	0.4
COCCNC(=O)c1ccc(N2CCN(c3ccccn3)CC2)c([N+](=O)[O-])c1	-0.4	21	-3	0.1
O=C(c1cccc(F)c1)N1CCN(S(=O)(=O)c2ccc(Cl)cc2)CC1	0.3	-9	5	0.2
CN1CCN(c2nc(-c3ccc(Cl)cc3)c(S(C)(=O)=O)cc2C#N)CC1	1.0	8	7	0.1
O=C(NC(=S)Nc1ccccc1O)c1ccccc1	-1.0	4	-20	0.1
CC(C)OCCCNC(=O)C(=O)NC(C)c1ccccc1 (configuration not stated)	5.3*	-4	9	0.0
C=CCSc1nc2sc3c(c2c(=O)n1CC(=C)C)CCC3	-0.2	-3	0	-0.1
CC(=O)Nc1ccc(C2=N/C(=C/c3ccccc3)C(=O)O2)cc1	0.3	0	10	0.1
Cn1ccnc1Sc1ccc(/C=N/Nc2nncc3ccccc23)cc1[N+](=O)[O-]	-1.1	12	-1	0.1
COc1ccc(Cn2ccn(Cc3ccccc3C)c(=O)c2=O)cc1	0.9	-9	-3	-0.1
CC(=O)c1ccc(OC(=O)COc2ccccc2Cl)cc1	-0.5	12	8	1.3
Cc1ccc(N(Cc2ccc(C(=O)N3CCCCC3)cc2)S(C)(=O)=O)cc1C	0.9	-6	22	-0.2
CCc1c(C)c2ccc(OCC(C)=O)c(C)c2oc1=O	-1.4	-20	-67	-0.1
CCNc1nc(NCCN2CCOCC2)c2ncn(CCN3CCCC3=O)c2n1	-0.9	22	7	0.3
Cc1cc(=O)oc2c1c(C)nn2CN1CCN(C)CC1	1.8	-17	-5	0.1
COc1ccc(N=C2S/C(=C\c3cn(CC(=O)N4CCOCC4)c4ccccc34)C(=O)N2C2CCCCC2)cc1	1.0	9	-4	0.1
CC(C)C(=O)Nc1c(C(=O)Nc2cccc(F)c2)oc2ccccc12	-0.5	14	10	0.1
Cc1cccc(NC(=O)c2cc(C(C)C)n(-c3nc4ccccc4s3)n2)n1	0.5	1	-2	-0.1
COCCn1c(=N)c(C(N)=O)cc2c(=O)n3cc(C)ccc3nc21	0.7	0	-6	-0.1
CCC(=O)Nc1cc(C)c2c(=O)oc3ccccc3c2n1	1.1	4	10	-0.1
O=C(NCc1ccco1)C1CCCN1S(=O)(=O)c1ccc2ccccc2c1 (configuration not stated)	0.6	-8	1	-0.2
CN(Cc1ccccc1)C(=O)CCC1CCN(C(=O)CCn2cnnn2)CC1	0.0	6	-10	-0.1
Cc1ccc(NC(=O)CN2C(=O)C(=O)N(C3CCCC3)C2=O)cc1Cl	-0.3	9	15	0.3
O=C(/C=C(\c1ccccc1)C(F)(F)C(F)F)c1cccs1	-0.4	-4	-6	-0.2
Cc1ccc(-c2oc3cc(Cl)ccc3c(=O)c2O)cc1	-0.3	12	-4	0.1
CN1CCN(CCOCCOc2ccccc2Br)CC1	-0.9	30	-1	-0.1
Cc1csc(SCc2cc(=O)c(OC(=O)c3ccc(F)cc3)co2)n1	2.2	-4	-1	-0.5
CCOC(=O)C1=C(C)NC2=C(C(=O)CCC2)C1c1ccc(Cl)cc1 (configuration not stated)	-1.2&1.8&-2.3	-3&5&4	-2&12&6	0.4&0.4&0.0
CCOC(=O)c1ccc(OCC2c3cc(OC)c(OC)cc3CCN2C(=O)COc2ccc(Cl)cc2)cc1 (configuration not stated)	-0.5	-4	21	0.4
O=C1OC(N2CCCC2)c2ccccc21 (configuration not stated)	0.1	0	9	0.4
Cc1ccc(N(CC(=O)Nc2cc(C)cc(C)c2)S(=O)(=O)c2c(C)nn(C)c2C)cc1	0.5	7	9	0.0
CCN(CC)C(=O)C1CCCN(c2ncc(C)c(NCCCN3CCCC3=O)n2)C1 (configuration not stated)	-0.6	13	-6	0.0
COc1ccc(NC(=O)c2c(NCc3cccc(OC)c3OC)sc3c2CCCCC3)cc1	0.1	8	13	0.0
CCOC(=O)/C=C/C(=O)Nc1ccc(S(=O)(=O)Nc2nc(C)cc(C)n2)cc1	-2.3	-22	-3	0.0
Next entries:
SMILES	GPR151 ag	MITF primary	TEAD-YAP inh	FBW7 act
Cc1ccc(C)c(Cn2c(CN3CCc4ccccc4C3)nc3c2c(=O)n(C)c(=O)n3C)c1	-1.0	0	8	0.0
COc1ccc([N+](=O)[O-])cc1NC(=O)c1ccccc1Cl	-0.6	3	5	0.0
O=C(NCCc1ccccc1)C1(c2ccccc2)CC1(Cl)Cl (configuration not stated)	1.1	-5	-6	-0.1
COc1cc(CN2CCN(Cc3ccc(Br)cc3)CC2)cc2c1OCO2	0.1	69*	-4	-0.4
Cc1ccc(O)c(C2=Nc3ccccc3N=C(c3ccc(F)cc3)C2)c1	2.0	-3	-60	-0.1
CC(C)(CO)Nc1nc(Cl)nc(N2CCOCC2)n1	-0.3	12	-8	0.1
O=C1CC(N2CCN(c3ccccc3)CC2)C(=O)N1CCc1ccccc1 (configuration not stated)	0.4	10	-11	-0.1
COc1ccc(O[C@@H]2[C@H](O)CO[C@@H]2/C=C/c2ccccc2)cc1	1.3	11	.	0.1
CCOC(=O)N1CCN(c2c(NCCc3ccc(S(N)(=O)=O)cc3)c(=O)c2=O)CC1	0.1	-7	-14	0.1
COc1ccc(CNn2c(-c3ccccc3F)nc3ccccc3c2=O)cc1OC	1.2	9	7	0.3
COc1ccc(Cl)cc1NC(=O)Nc1nnc(N2CCCC(C)C2)s1 (configuration not stated)	4.9	-2	-4	-0.1
CC(C)Cn1cnc2c1c(=O)[nH]c(=O)n2CC(C)C	-1.8	18	8	0.2
NC(=O)C1CCN(C(c2ccccc2Cl)c2nnnn2C2CCCCC2)CC1 (configuration not stated)	-0.4	0	5	0.1
CCN=C1S/C(=C\c2ccc(O)c(OCC)c2)C(=O)N1CC	-2.1	-10	-16	-0.3
CCCC1=NN2C(=N)/C(=C/c3ccc(-c4ccc([N+](=O)[O-])cc4Br)o3)C(=O)N=C2S1	-0.9	23	2	0.4
COC(=O)CCC(=O)Nc1ccc(C)c(I)c1	-1.2	17	-2	0.0
CC(CCc1ccccc1)NC(=O)c1ccc(S(=O)(=O)NCc2ccco2)cc1 (configuration not stated)	0.3	-20	3	-0.1
COc1ccc(Br)cc1S(=O)(=O)N1CCN(c2ccc(F)cc2)CC1	2.7	-19	5	0.1
COc1ccc(-c2nnc(SCc3nc4ccccc4c(=O)n3-c3cccc(C(F)(F)F)c3)n2-c2ccccc2)cc1	0.0	0	-109	-0.2
CCOc1ccc(-c2nc(Cn3c(=O)n(C(C)C)c(=O)c4ccccc43)c(C)o2)cc1	-1.0	-9	-2	0.1
COC(=O)C1=C(C)NC2=C(C(=O)CCC2)C1c1ccc(OCc2ccc(Cl)cc2)c(OC)c1 (configuration not stated)	0.3	-2	5	0.1
CN(C)C(=O)c1ccc(NC(=O)CCc2ccccc2)cc1	0.7	-3	-5	0.0
CC(C)N(CCNc1nc(-c2ccc(C(=O)N3CCN(C)CC3)cc2)nc2c1ncn2C1CCCCC1)C(C)C	-0.1	8	8	0.2
C=CCc1cccc(/C=N/NC(=O)c2ccccc2O)c1O	-0.9	13	42*	-0.1
CN(C)CCNc1nc2cc(F)ccc2n2ccnc12	1.2	4	1	0.1
CCN(CC)C(=S)NC(=O)c1ccccc1	-0.7	36	4	0.2
O=C(CN(C(=O)c1ccco1)c1ccccc1F)NCc1ccc(F)cc1	0.1	24	-6	0.2
O=C1N[C@@H](COCc2ccccc2)C(=O)N2CCN(C(=O)c3ccc(OC(F)(F)F)cc3)C[C@H]12	-1.5	9	2	0.6
CN1CCN(C(CNS(=O)(=O)c2ccc3c(c2)OCCO3)c2ccc(F)cc2)CC1 (configuration not stated)	0.3	8	1	-0.1
CCOC(=O)c1ccc(NC(=O)C2CCC(C)CC2)cc1 (configuration not stated)	-0.5	0	-5	-0.1

At a glance, part of the list above.
SMILES	GPR151 ag	MITF primary	TEAD-YAP inh	FBW7 act
COc1cccc(NC(=O)c2ccc(-c3ccco3)nc2N(C)C)c1	-0.6	4	1	0.3
COc1cccc(NS(=O)(=O)c2cn(C)c(=O)n(C)c2=O)c1	0.9	-3	13	-0.1
COc1ccccc1N1CCN(CCCNC(=O)CCCCCn2c(=S)[nH]c3ccc(Br)cc3c2=O)CC1	1.2	1	15	-0.1
Cc1ccc(Cn2nc(C)c(NC(=O)c3onc(C)c3Cl)c2C)cc1	0.5	-1	8	-0.1
CCOC(=O)c1sc(C)c(C(=O)NCC(C)(C)CN(C)C)c1N	-0.1	13	-5	0.9
CCOC(=O)CP(=O)(c1ccccc1)c1ccccc1	1.4	-3	7	-0.1
CCOC(=O)c1c(NC(=O)Cc2ccc(OCC)c(OCC)c2)sc(C(C)=O)c1C	-0.6	-8	-5	0.1
CCN(CC)c1ccc(/C=N/n2c(C)cc(C)c(C#N)c2=O)cc1	0.6	18	13	0.0
COc1ccc(C2=NS(=O)(=O)N(C)C(C(=O)NCC(C)C)=C2)cc1	-1.8	-5	-1	-0.2
CC1CCN(C(=O)c2cc3n(n2)C(C(F)(F)F)CC(c2ccc4c(c2)OCO4)N3)CC1 (configuration not stated)	-0.7	4	4	-0.1
CC(=O)NC(CC(C)C)c1nnc2n1CCN(Cc1ccc3c(c1)OCCO3)CC2 (configuration not stated)	-0.1	-1	-3	0.1
Cc1nnn(-c2nonc2N)c1C(=O)N/N=C/c1ccc(Cl)cc1Cl	0.3	-4	-6	-0.1
O=C(Nc1nnc(-c2ccco2)o1)c1ccc(Br)cc1	0.4	-12	0	-0.1
O=C(COc1ccccc1Cl)Nc1nnc(S(=O)(=O)N2CCCC2)s1	1.7	-32	-17	-0.2

Next section:
SMILES	GPR151 ag	MITF primary	TEAD-YAP inh	FBW7 act
COC(=O)c1cccc(NC(=O)CCN2C(=O)c3cccc([N+](=O)[O-])c3C2=O)c1	-1.9	1	6	1.2
CCN1CCN(C(c2cccs2)c2nnnn2C2CCCCC2)CC1 (configuration not stated)	-0.2	-2	8	0.0
O=c1c([N+](=O)[O-])cccn1Cc1ccc(F)cc1Cl	-0.1	11	0	0.0
COc1ccc(N(CC(=O)Nc2ccc(F)cc2F)S(C)(=O)=O)c(OC)c1	1.4	11	-7	0.1
O=C(N/N=C/c1cccnc1)c1cc(-c2cccc3ccccc23)n[nH]1	-0.6	-17	-40	0.1
CCc1ccc(NC(=O)C2C3C=CC4(CN(CCCN5CCOCC5)C(=O)C24)O3)cc1 (configuration not stated)	-0.4	2	1	-0.1
CCN(CC)S(=O)(=O)c1cc(C(=O)Nc2cccc(O)c2)ccc1Cl	-0.5	9	73*	0.5
CC(=O)OC[C@H]1O[C@H](C#CCCCc2ccccc2)C=C[C@@H]1OC(C)=O	-1.1	5	.	0.2
O=S(=O)(NCCCN1CCOCC1)c1ccc(Cl)s1	-0.9	1	1	0.0
C/C(=N\OCc1nc2c3cnn(Cc4ccccc4)c3ncn2n1)c1ccccc1	-1.2	-5	5	0.1
CCOC(=O)COc1ccc2oc(-c3ccc(OC)cc3)c(C(=O)OCC)c2c1	1.3	1	1	0.1
O=C(NC(c1ccc(Cl)cc1)c1ccsc1)C1CCN(C(=O)N2CCCC2)CC1 (configuration not stated)	-0.4	25	-7	0.5
CCn1nc(C)c(CN2CCCC(c3ccn[nH]3)C2)c1C (configuration not stated)	-0.1	-1	2	0.0
CCOc1ccccc1NC(=O)c1cc(C(=O)Nc2ccccc2OCC)cc([N+](=O)[O-])c1	0.7	2	3	-0.2
